# CHO-K1 Ca antag – counter-screen for M1 antagonists: effect in parental CHO-K1 cells | ATP-induced calcium, Fluo-8 fluorescence | inhibition, % at 3 µM | hit rate 0.6% among 360,000 | AID 602250;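 active means inhibition above a per-plate cutoff, the plate's mean sample inhibition plus 3 SD, cut at about 24% in these data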;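 further: 0% = DMSO plus EC80 ATP and 100% = DMSO alone without ATP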
# M1 antag – blocks human M1 muscarinic receptor | inhibition, % at 3 µM | hit rate 1.3% among 360,000 | CHO-K1 hM1, Fluo-8 calcium fluorescence, ACh EC80 antagonist | AID 588852 | P11229;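 active means percent inhibition above its own plate's cutoff, namely the mean of that plate's compound wells plus 3 SD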;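 further: peak over basal fluorescence ratio during 140 s after agonist addition; 0% = ACh EC80 plus DMSO and 100% = DMSO alone without agonist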
# CHO parental Ca – counter-screen for OX1R antagonists: effect in parental CHO cells; inhibition, % at 5.6 µM; hit rate 0.63% among 330,000; parental CHO-K1, ATP-induced calcium, Fluo-8 fluorescence;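 active means inhibition above that plate's mean sample inhibition plus 3 SD, cut at about 26% in these data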;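 further: 0% = ATP-challenged DMSO wells and 100% = DMSO wells without ATP; some compounds past the cut are filed as inactive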
#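 Assay system: parental CHO cells; Read-out basis: percent inhibition of ATP-evoked calcium rise, normalized to controls; Benchmarks: ATP and no-ATP DMSO wells; Compound dosing: single nominal dose of 5.6 µM per compound; Signal: Fluo-8 calcium dye fluorescence; Also added: ATP as calcium-mobilizing challenge; Repeats: singlicate.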
# CHO-K1 Ca PAM – nonselective activator or artifact in parental CHO-K1 calcium assay; activation, % at 3 µM; hit rate 0.02% among 360,000; ATP EC20, Fluo-8 calcium fluorescence; 0% at ATP EC20, 100% at ATP max;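 active means activation above the run cutoff, the mean activation of all test compounds plus 3 SD, cut at about 40% in these data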;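 further: peak over basal fluorescence ratio in a 140 s read after ATP addition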
# TAAR1 antag – antagonists of human TAAR1. CHO RD-HGA16 TAAR1, Fluo-8 calcium fluorescence, antagonist. inhibition, % at 3 µM. hit rate 1.5% among 360,000. AID 624466;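 active means inhibition above a per-plate cutoff, the mean inhibition of test compounds on that plate plus 3 SD, cut at about 49% in these data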;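 further: 0% = DMSO plus EC80 beta-PEA response and 100% = DMSO alone without agonist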
# Target sequence (Q96RJ0 whole entry, looked up): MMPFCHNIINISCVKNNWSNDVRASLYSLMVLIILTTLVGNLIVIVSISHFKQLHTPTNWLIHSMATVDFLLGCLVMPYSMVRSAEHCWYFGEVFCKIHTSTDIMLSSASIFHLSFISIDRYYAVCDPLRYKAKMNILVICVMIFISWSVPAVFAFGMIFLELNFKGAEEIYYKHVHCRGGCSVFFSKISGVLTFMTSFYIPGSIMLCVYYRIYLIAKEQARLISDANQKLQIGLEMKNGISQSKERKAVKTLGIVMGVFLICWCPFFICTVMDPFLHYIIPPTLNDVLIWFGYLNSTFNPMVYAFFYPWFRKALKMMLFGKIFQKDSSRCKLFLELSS
#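 Test system – hTAAR1-expressing CHO RD-HGA16 cells, Gα16-coupled · Also added – β-PEA at EC80 concentration, post-compound challenge · Compound – 3 µM, single point · Incubation – dye loading 75 min at 37 °C, then 30 min room temperature · Measured by – Fluo-8 intracellular calcium dye fluorescence, real-time kinetic reads · Benchmarks – vehicle and agonist controls · Replicates – singlicate, one well per test compound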
# OXTR potentiate – potentiators of human oxytocin receptor | hit rate 0.061% among 320,000 | CHO-OTR cells, Fluo-8 calcium fluorescence, potentiator mode; 0% = oxytocin EC15, 100% = EC100 | activation, % at 3 µM | P30559;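 active means activation above that plate's cutoff, the mean activation of tested compounds plus 3 SD, cut at about 6.6% in these data, passing the limit was not always enough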;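 further: 100% uses oxytocin at 75 nM as the full agonist control; some results filed as inactive read as strong as hits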
#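 assay system = CHO-OTR cells, human receptor | schedule = compound 6 min at room temperature before oxytocin, 100 s read | detection = Fluo-8 intracellular calcium fluorescence, ex 470-495, em 515-575 nm | evaluation = normalized max/min fluorescence ratio, % activation | control set = EC15 oxytocin alone as 0%, 75 nM oxytocin (EC100) as 100%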
# TAAR1 agonist – agonists of human TAAR1; CHO RD-HGA16 TAAR1, Fluo-8 calcium fluorescence; vehicle wells 0%, saturating PEA agonist 100%; hit rate 0.99% among 360,000; AID 624467; activation, % at 3 µM; Q96RJ0;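 active means activation above the mean activation of all test compounds in the run plus 3 SD, cut at about 38% in these data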
#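 test system = CHO RD-HGA16 cells carrying human TAAR1 plus Gα16 | schedule = 17-24 h seeding, 75 min 37 °C dye, 30 min RT | compound dosing = 3 µM single concentration | control set = DMSO and PEA EC100 | replicates = n 1 | signal = Fluo-8 fluorescence, 5 s baseline then 140 s kinetic read | measure = percent activation vs PEA EC100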
# CHRM1 agonist – activates human CHRM1 receptor | activation, % at 3 µM | P11229 | AID 588814 | CHO-K1 hM1, Fluo-8 calcium fluorescence, agonist mode; 0% DMSO, 100% acetylcholine EC100 | hit rate 0.33% among 360,000;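 active means activation above the run's mean compound activation plus 3 SD, cut at about 16% in these data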;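 further: peak over basal fluorescence ratio within a 140 s kinetic read after compound addition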
# M1 ag parental – nonselective activator or artifact in parental CHO-K1 cells; hit rate 0.48% among 360,000; Fluo-8 calcium fluorescence; scaled to maximal ATP response, vehicle zero; AID 602248; activation, % at 3 µM; in the data active means activation above about 15%;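 further: untransfected CHO-K1 host cells lacking M1 receptor as counterscreen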
# * marks the source's active call; other numbers are inactive results. This is a random part of the collection. Share with any hit: about 4.2%.
# Letters: A = CHO-K1 Ca antag; B = M1 antag; C = CHO parental Ca; D = CHO-K1 Ca PAM; E = TAAR1 antag; F = OXTR potentiate; G = TAAR1 agonist; H = CHRM1 agonist; I = M1 ag parental
> O=C(CCNC(=O)c1ccc([N+](=O)[O-])cc1)NC1CCCCCC1
  A: -6.0; B: -5.5; C: -12.8; D: 9.8; E: 6.6; F: -3.1; G: 6.2; H: -2.7; I: 0.6

> CN(Cc1cccs1)C(=O)C1CC(=O)N(Cc2ccccc2)C1 (stereo not drawn)
  A: -3.2; B: 3.1; C: -2.3; D: -1.4; E: 3.3; F: 0.6; G: 2.1; H: -4.0; I: 0.7

> Cc1cccc(C)c1NC(=O)N1CCC(N2CCCCC2)CC1
  A: 2.7; B: 11.7; C: 7.9; D: -1.1; E: -7.5; F: 0.4; G: -1.9; H: 1.2; I: -0.2

> COc1ccc(NC(=O)CCS(=O)(=O)c2ccccc2)c(OC)c1
  A: -4.9; B: -5.4; C: -11.1; D: 12.7; E: -2.8; F: -7.5; G: 2.1; H: -3.9; I: 0.0

> Cc1nnc2ccc(-c3cccc(NS(=O)(=O)c4ccccc4[N+](=O)[O-])c3)nn12
  A: -16.1; B: 32.4*; C: -21.6; D: 11.8; E: -13.8; F: -5.4; G: 1.6; H: -7.2; I: 0.9

> Cc1ccc(NC(=O)COC(=O)c2ccc3c(c2)NC(=O)C2CCCN32)cc1 (stereo not drawn)
  A: 0.7; B: -9.6; C: -5.7; D: 3.6; E: 8.6; F: -11.8; G: 2.4; H: -0.9; I: 0.0

# 6 successive records already listed:
# Letters: A = CHO-K1 Ca antag; B = M1 antag; C = CHO parental Ca; D = CHO-K1 Ca PAM; E = TAAR1 antag; F = OXTR potentiate; G = TAAR1 agonist; H = CHRM1 agonist; I = M1 ag parental
> O=C(CCNC(=O)c1ccc([N+](=O)[O-])cc1)NC1CCCCCC1
  A: -6.0; B: -5.5; C: -12.8; D: 9.8; E: 6.6; F: -3.1; G: 6.2; H: -2.7; I: 0.6

> CN(Cc1cccs1)C(=O)C1CC(=O)N(Cc2ccccc2)C1 (stereo not drawn)
  A: -3.2; B: 3.1; C: -2.3; D: -1.4; E: 3.3; F: 0.6; G: 2.1; H: -4.0; I: 0.7

> Cc1cccc(C)c1NC(=O)N1CCC(N2CCCCC2)CC1
  A: 2.7; B: 11.7; C: 7.9; D: -1.1; E: -7.5; F: 0.4; G: -1.9; H: 1.2; I: -0.2

> COc1ccc(NC(=O)CCS(=O)(=O)c2ccccc2)c(OC)c1
  A: -4.9; B: -5.4; C: -11.1; D: 12.7; E: -2.8; F: -7.5; G: 2.1; H: -3.9; I: 0.0

> Cc1nnc2ccc(-c3cccc(NS(=O)(=O)c4ccccc4[N+](=O)[O-])c3)nn12
  A: -16.1; B: 32.4*; C: -21.6; D: 11.8; E: -13.8; F: -5.4; G: 1.6; H: -7.2; I: 0.9

> Cc1ccc(NC(=O)COC(=O)c2ccc3c(c2)NC(=O)C2CCCN32)cc1 (stereo not drawn)
  A: 0.7; B: -9.6; C: -5.7; D: 3.6; E: 8.6; F: -11.8; G: 2.4; H: -0.9; I: 0.0

# Assay outcomes deposited in PubChem BioAssay by The Scripps Research Institute Molecular Screening Center.
